PDI inh – inhibitors of human protein disulfide isomerase | P07237 | PDI insulin aggregation turbidity, A650, 90 min | inhibition, % at 10 µM | 350,000 tested, 0.052% active | AID 588391;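 active = mean inhibition across replicates of 30% or more, whatever share of single replicates reach that level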;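 note: absorbance from insulin aggregation driven by PDI reduction with DTT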
Target sequence (P07237 whole entry, looked up): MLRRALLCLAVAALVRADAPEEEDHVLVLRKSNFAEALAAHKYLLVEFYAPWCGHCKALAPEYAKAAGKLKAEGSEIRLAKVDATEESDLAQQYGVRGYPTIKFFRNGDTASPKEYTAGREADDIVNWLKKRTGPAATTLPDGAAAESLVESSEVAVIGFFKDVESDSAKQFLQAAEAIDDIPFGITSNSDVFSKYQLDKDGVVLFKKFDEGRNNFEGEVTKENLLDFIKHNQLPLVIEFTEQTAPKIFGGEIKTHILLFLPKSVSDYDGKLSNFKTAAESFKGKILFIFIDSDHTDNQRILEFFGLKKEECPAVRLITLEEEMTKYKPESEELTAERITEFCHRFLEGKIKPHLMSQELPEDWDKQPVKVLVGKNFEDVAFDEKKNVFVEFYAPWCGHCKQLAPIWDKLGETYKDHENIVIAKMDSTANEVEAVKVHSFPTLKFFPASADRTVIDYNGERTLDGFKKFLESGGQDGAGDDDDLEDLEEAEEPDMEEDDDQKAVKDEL
NR2E3 ag-1 – agonists of human NR2E3 nuclear receptor; Q9Y5X4; CHO-S Gal4-NCOR/VP16-NR2E3 two-hybrid, luciferase; inhibition of corepressor binding, % at 3.98 µM; 360,000 tested, 0.35% active; AID 602229;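 active = inhibition above the mean of all tested compounds plus 3 SD, cut at about 70% in these data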;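 note: 0% = DMSO with NR2E3 transfected cells and 100% = cells lacking NR2E3 construct; higher means lower luciferase signal from less NR2E3 corepressor binding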
Target sequence (Q9Y5X4 whole entry, looked up, the tested form may be a part): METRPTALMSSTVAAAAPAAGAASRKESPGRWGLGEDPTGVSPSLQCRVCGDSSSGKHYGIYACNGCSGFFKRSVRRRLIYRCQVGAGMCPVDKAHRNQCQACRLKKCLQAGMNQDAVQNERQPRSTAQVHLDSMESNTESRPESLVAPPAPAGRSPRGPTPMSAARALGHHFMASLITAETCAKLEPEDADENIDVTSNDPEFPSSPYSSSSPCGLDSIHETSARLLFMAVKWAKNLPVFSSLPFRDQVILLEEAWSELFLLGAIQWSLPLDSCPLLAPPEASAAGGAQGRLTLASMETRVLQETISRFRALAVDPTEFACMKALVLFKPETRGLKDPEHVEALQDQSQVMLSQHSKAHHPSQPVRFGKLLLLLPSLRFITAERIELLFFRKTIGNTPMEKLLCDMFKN
NR2E3 ag-2 – agonists of human nuclear receptor NR2E3; AID 2300; GST-NR2E3/biotin-RetCOR TR-FRET, 1536-well; Q9Y5X4; inhibition of corepressor binding, % at 4.78 µM; 320,000 tested, 0.12% active;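 active = percent inhibition above the cutoff of mean plus 3 SD of all tested compounds, set per screening campaign, cut at about 20% in these data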;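 note: 0% = DMSO wells and 100% = biotin wells as full block of FRET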
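System: GST-tagged NR2E3 plus biotinylated RetCOR corepressor; Amount: 1.35 nM GST-tagged NR2E3 final; Dosing: single nominal compound dose of 4.8 µM; Schedule: 5 h incubation at 4 °C; Technique: TR-FRET with europium anti-GST and streptavidin-D2, 340 nm excitation; Controls: biotin wells as high control, 0.6% DMSO wells as low control.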
HIF-2a block – blocks HIF-2a reporter activity; 786-0 RCC cells HIF-2a reporter, luciferase luminescence, overnight; inhibition, % at 18.8 µM; 360,000 tested, 0.72% active; AID 624352;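 active = inhibition of the luminescence signal of 40% or more relative to plate controls, in a single-dose primary screen at 18.75 µM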
Vif imaging – blocks HIV Vif function; HEK293T cells, Vif self-association by quenched fluorescence, imaging, 24 h; inhibition, % at 7.49 µM; 340,000 tested, 0.35% active; AID 602346; in the data active = inhibition above about 50%, passing the limit was not always enough; note: some results filed as inactive read as strong as hits
Granule exo inh – lytic granule exocytosis inhibition | inhibition, % at 10 µM | TALL-104 LAMP-1 surface exposure, flow cytometry; cells stimulated with thapsigargin and PMA | 360,000 tested, 0.66% active | AID 651702;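 active = inhibition above about 55%, limit read from the data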
hiPSC survival – hiPSC single-cell survival enhancement. survival enhancement, % at 20 µM. ATPlite luminescence; 100% = ROCK inhibitor wells, 0% = DMSO. AID 602274. 360,000 tested, 0.044% active; in the data active = survival enhancement above about 18%;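 note: cells exposed to compounds for 16 hours before the ATP read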
aDG glyco up – alpha-DG glycosylation activation; Pro5-aDG cells, alpha-DG glycosylation AlphaScreen (IIH6); 0% Pro5, 100% B10-LARGE cell signal; activation, % at 10 µM; 360,000 tested, 0.22% active;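 active = activation of at least 8% versus controls, or a plate z-score of at least 8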;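 note: Pro5 are CHO cells carrying HIG-tagged alpha-DG that lacks glycosylation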
Peg3 promoter – Peg3 promoter activity inhibition; inhibition, % at 20 µM; AID 588405; 360,000 tested, 1.7% active; HeLa PEG-Prom luciferase reporter, luminescence, overnight;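 active = inhibition of at least 50% at 20 µM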
TRPM1 prom inh – inhibitors of MITF-driven TRPM1 promoter in melanoma cells. 330,000 tested, 0.83% active. inhibition, % at 12.5 µM. SK-MEL-5 TRPM1 promoter luciferase, 24 h;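 active = mean inhibition across replicates of 60% or more, whatever share of single replicates reaches that level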; note: values of inactives mirror those of a sister screen read the other way
CaV13 ICDI inh – Disruptors of the CACNA1D IQ motif to Ca2+-dependent inactivation inhibitor domain association, primary screening, Förster resonance energy transfer in intact living …; HEK cells, CFP/YFP FRET ICDI-IQ, plate reader, 10 min; percent FRET-ratio fall versus neutral wells; inhibition, % at 12.3 µM; 340,000 tested, 0.098% active; AID 743397;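 active = mean replicate inhibition of at least 30% and at least 1% of replicates passing that level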;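 note: 0% = median of the neutral control wells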
* hit, by the source's call; · = no result given. Rows were taken by chance. About 3.5% of those tested had a hit in this group.

SMILES	PDI inh	NR2E3 ag-1	NR2E3 ag-2	HIF-2a block	Vif imaging	Granule exo inh	hiPSC survival	aDG glyco up	Peg3 promoter	TRPM1 prom inh	CaV13 ICDI inh
CCN(CC)CC(O)c1cccn1-c1ccc(CNC(=O)NC(C)C)cc1 (stereo unspecified)	-3	-7	2	15	-3	-1	0.9	-0.2	-6	2	7
Cc1ccc(CNC(=O)c2ccc(N3CCC4(CC3)CC(c3cccc(Br)c3)=NO4)c(N)c2)cc1	-5	-5	6	-6	·	-2	-1.3	2.1	3	12	-10
O=C(COc1ccccc1)NCC(=O)Nc1ccncc1	-6	-5	-1	-3	-7	3	0.3	-0.1	-8	-11	-4
O=C(NC1CCCCC1)N1CCN(C(c2ccccc2)c2ccccc2)CC1	-7	-16	0	1	2	-4	-0.5	0.1	19	15	-5
Cc1ccc(C(=O)OCC(=O)Nc2cccc(S(=O)(=O)N3CCOCC3)c2)o1	-3	-7	2	-1	-2	-5	-0.2	-0.4	-3	21	-2
COc1ccc(S(=O)(=O)N2CCN(CC(=O)NCC3(N4CCOCC4)CCCCC3)CC2)cc1	1	-15	5	16	7	-15	-2.5	-0.4	7	3	-4
Cc1ccc(C(=O)NCC(=O)N(C)CC(=O)Nc2c(Cl)cccc2Cl)s1	0	22	7	1	3	-5	1.8	0.0	-22	10	-5
O=c1[nH]oc2cc(Cl)ccc12	5	11	-2	16	-1	4	0.0	0.1	10	2	-4
COc1cccc(-c2csc(NC(=O)Nc3ccccc3)n2)c1	-7	-63	0	-193	-26	88*	-0.4	0.7	-46	5	-3
CS(=O)(=O)N1CCN(C(=O)CCC2CCCC2)CC1	1	-11	-1	15	6	-2	-5.1	-0.2	10	-7	-7
CC(=O)Nc1ccc(C(=O)NNC(=O)c2ccc(Cl)cc2)cc1	-23	-10	1	14	18	-13	-0.3	0.0	-1	-2	-2
CC1(C)C(=O)Nc2ccccc2N1C(=O)COc1ccccc1C#N	-2	-24	·	2	7	-2	3.3	0.3	13	10	-6
COc1ccc(C)cc1NC(=O)C(=O)NCc1ccncc1	-5	-1	-2	17	1	-1	-0.1	-0.2	0	5	-3
COc1ccc(Nc2nc(Cl)nc(NCc3ccco3)n2)c(OC)c1	-15	-14	5	16	-1	3	-3.3	0.7	24	13	-5
CC(C)CC(=O)C1=C(O)C(=O)N(Cc2ccccc2)C1c1ccccc1 (stereo unspecified)	2	9	4	16	5	2	-0.8	-0.1	20	-2	-7
Cc1cc2oc(C(=O)NCc3ccc4c(c3)OCO4)c(C)c2cc1C	8	-12	1	6	-1	1	1.3	-0.1	2	13	-5
Cc1cc(C)cc(NC(=S)N(Cc2ccc(Br)cc2)Cc2ccc(C(=O)O)cc2)c1	2	4	-1	11	10	0	0.5	0.2	15	-4	-4
CCCN1CCN(CCCNC(=S)Nc2ccc(F)cc2)CC1	-6	-20	-3	9	6	-8	1.4	-0.3	13	7	-4
COc1ccc(CCNC(=O)C(C)Sc2ccccc2)cc1OC (stereo unspecified)	-3	6	4	10	21	1	-0.8	-0.1	14	2	·
O=C(NCc1cc(F)cc(C(F)(F)F)c1)C1CCC(=O)N(C2CCCC2)C1 (stereo unspecified)	-8	-3	-2	-51	12	0	-0.4	0.0	-13	-15	-7
CCOC(=O)c1cc(C)n(CCc2ccccc2)c1C	-1	-27	-1	-126	1	-1	1.8	-0.1	-54	-43	0
CC1=NOC(=O)/C1=C/c1ccc2c(c1)OCO2	-4	-9	6	21	-4	-1	-2.0	0.1	32	22	8
Cc1cc(NC(=O)COc2coc(CN3CCN(c4ccccc4F)CC3)cc2=O)no1	-10	-20	0	-4	1	-3	0.0	0.0	-12	9	-6
COc1ccc(CCNC(=O)COc2ncnc3cc([N+](=O)[O-])ccc23)cc1	25	4	-4	9	-2	-4	-2.0	0.2	18	4	-6
Nc1ccc(C(=O)N/N=C/c2ccccc2)cc1	25	-23	-3	-205	3	-3	-4.6	0.0	-168	-78	-5
COc1ccc(NC(=O)CCCSc2ccccc2)cc1	-1	10	1	-132	0	-2	-0.7	-0.3	-89	-31	-4
Cc1ccccc1OCC(=O)Nc1ccc(Cc2ccncc2)cc1	5	-18	0	-56	-4	-1	-1.3	2.8	-3	-22	-19
Cc1cccc(-c2cnn(-c3cccc([N+](=O)[O-])c3)c2N)c1	-3	-36	-5	-207	-2	1	-2.5	0.1	-132	-47	25
CCCCN(C=O)c1c(CC)nc2ccc(C(=O)N3CCN(c4ccccc4)CC3)cn12	-1	-20	·	10	-4	-5	-2.4	0.2	3	·	-7
N#Cc1ccc(CSc2nnc(COc3ccccc3)n2-c2ccccc2)cc1	-4	15	3	23	-7	28	-0.7	0.4	14	4	-8
O=C(CCC1CCCCC1)NCCS(=O)(=O)N1CCN(c2ccccc2F)CC1	-20	10	-1	11	-23	-3	-0.1	-0.2	12	7	-5
Cn1c(=O)c2c(nc(NCCCO)n2Cc2cccc(Br)c2)n(C)c1=O	6	0	1	18	-1	1	2.4	-0.2	17	7	-6
Cc1ccc(Nc2c(-c3ccccc3)nc3cnccn23)cc1	13	0	1	-10	-1	0	-0.5	0.4	-58	-11	-15
O=C(COC(=O)CN1CCSC1=O)Nc1ccc(F)cc1Cl	-6	-6	·	-2	0	12	-0.6	-0.1	-3	·	-17
CC1(C)Cc2c(sc3nc(SCC(=O)O)[nH]c(=O)c23)CO1	-4	9	3	-1	11	-1	-1.4	-0.2	12	4	-10
Cc1ccc(C)c(S(=O)(=O)NCCOc2nc(NC(C)C)nc(NC(C)C)n2)c1	0	-30	0	17	-5	3	-3.0	-0.1	-9	4	-9
COc1cccc2cc(C(=O)N3CCN(c4ccccn4)CC3)c(=O)oc12	2	-18	2	-25	14	-1	-3.1	0.2	-22	-11	·
Cc1ccc(SCC(=O)N(C)C2CCS(=O)(=O)C2)c(C)c1 (stereo unspecified)	7	25	·	1	6	-15	0.4	-0.2	0	5	-3
COc1ccc(-c2nnc3n2CCCCC3)cc1OC	8	-7	1	-3	11	-6	-0.1	0.0	-14	8	-3
COc1ccc(N2CCN(S(=O)(=O)c3ccc(OC)c(C(=O)N4CCOCC4)c3)CC2)cc1	-2	21	0	7	-2	1	0.0	0.0	5	·	-2
Cc1ccc(S(=O)(=O)NCc2nc3ccccc3c(=O)n2N)cc1	-1	22	3	11	-2	1	-2.5	0.4	16	21	-5
Cc1cccc(C(=O)N2CCCC(N3CCN(c4cccc(Cl)c4)CC3)C2)n1 (stereo unspecified)	4	-40	3	-56	-7	-2	-0.3	0.4	-59	-1	-3
O=C(O)CCCCCNC(=O)c1ccc(Br)cc1	-2	0	2	13	-3	-1	-1.9	0.2	4	-7	-4
COc1ccc(CNC(=O)CCc2c[nH]c3ccccc23)cc1	-3	-15	-1	17	5	19	-0.6	0.0	6	10	-3
Cc1cc2c(cc1C)C(c1cccc([N+](=O)[O-])c1)CC(=O)N2 (stereo unspecified)	5	-3	0	12	-3	-2	0.5	0.4	33	1	-3
O=C(O)c1ccc(CNCc2c(Cl)cccc2Cl)cc1	1	-2	-3	-13	·	3	0.2	-0.1	9	0	-11
Cc1nc2scc(C)n2c(=O)c1S(=O)(=O)Nc1ccc(N2CCOCC2)c(Cl)c1	-7	37	1	8	-3	-9	1.1	0.3	16	14	-2
Cc1ccc(Cn2c(CCNc3nc(-c4ccc(Cl)c([N+](=O)[O-])c4)cs3)nc3cc(Cl)c(Cl)cc32)cc1	1	-2	-4	-6	·	-18	-1.3	0.0	73*	3	-10
Brc1ccc(COn2ccnc2)cc1	-7	9	·	2	-10	-3	5.3	0.4	2	-1	-1
C/C(=N\OC(=O)C1CC1)C1CC1c1ccc(F)cc1 (stereo unspecified)	-5	1	-1	10	·	0	19	-0.2	4	-7	-4
CC(C)(C)c1csc(NC(=O)c2ccncc2)n1	-1	-13	2	-48	-17	-4	-2.1	1.5	-54	9	-5
COCCCNc1ccn2nc(-c3ccc(Cl)cc3)cc2n1	4	-101	·	-259	-1	-1	-1.9	-0.1	-223	·	-4
COc1ccc(CCn2c(=N)c(C(=O)NCCN3CCOCC3)cc3c(=O)n4ccccc4nc32)cc1OC	-9	-27	-2	-20	7	1	-0.5	-0.3	-17	-22	-8
Cn1c(=O)c([N+](=O)[O-])c(-n2cnc3ccccc32)c2ccccc21	0	-40	-3	34	-11	2	0.1	0.0	21	13	11
O=C(CCOc1ccccc1F)N1CCN(c2ccccc2O)CC1	17	-64	7	-181	8	-2	-0.3	0.1	-141	-36	-7
O=C(CNC(=O)N1CC(=O)Nc2ccccc21)Nc1ccccc1F	-7	-7	0	-13	-4	7	0.2	0.0	-3	10	-2
O=C(N/N=C/c1ccccc1Cl)c1ccncc1	-3	-7	0	6	4	4	1.0	-0.2	12	4	-19
Cc1ccc(CCC(=O)Nc2cc(Cl)ccc2Cl)o1	2	3	4	-10	9	6	-0.3	-0.2	1	-15	-5
Cc1cc(=O)[nH]c(N/N=C/c2ccco2)n1	4	-21	-2	-16	7	-4	1.3	0.0	-8	7	-2
COc1ccc(S(=O)(=O)Nc2ccc3c(c2)C(=O)N([C@H](C)CO)C[C@H](C)[C@@H](CN(C)Cc2ccncc2)OCCCC[C@@H](C)O3)cc1	6	-36	·	9	·	0	0.2	0.1	-18	·	-7

Shown with bars between the fields: part of the list above
Molecule | PDI inh | NR2E3 ag-1 | NR2E3 ag-2 | HIF-2a block | Vif imaging | Granule exo inh | hiPSC survival | aDG glyco up | Peg3 promoter | TRPM1 prom inh | CaV13 ICDI inh
CC1=NOC(=O)/C1=C/c1ccc2c(c1)OCO2 | -4 | -9 | 6 | 21 | -4 | -1 | -2.0 | 0.1 | 32 | 22 | 8
Cc1cc(NC(=O)COc2coc(CN3CCN(c4ccccc4F)CC3)cc2=O)no1 | -10 | -20 | 0 | -4 | 1 | -3 | 0.0 | 0.0 | -12 | 9 | -6

Later entries:
SMILES	PDI inh	NR2E3 ag-1	NR2E3 ag-2	HIF-2a block	Vif imaging	Granule exo inh	hiPSC survival	aDG glyco up	Peg3 promoter	TRPM1 prom inh	CaV13 ICDI inh
O=C(Nc1cccnc1)c1ccc(Cl)c(S(=O)(=O)N2CCCCCC2)c1	-6	-28	0	-113	-17	5	-0.1	0.2	-38	3	-5
Cc1nn(C(C)C(=O)NCCCN2CCCCCC2)c(=O)c2cc3sccc3n12 (stereo unspecified)	-4	24	2	10	2	3	0.0	0.0	2	8	-8
Cc1cc(C)nc(SCCn2c(N(C)Cc3ccccc3)nc3c2c(=O)n(C)c(=O)n3C)n1	-1	-39	-4	-11	3	-1	-2.1	0.3	13	-2	-5
CC1(C)Cc2c(c(N3CCOCC3)nc3snc(N)c23)CO1	-5	-6	3	38	-1	0	-2.4	-0.5	65*	50	-5
Cc1cccc(N(Cc2ccccc2)C(=O)CN2C(=O)NC3(CCCCC3C)C2=O)c1 (stereo unspecified)	-6	-10	-2	18	-4	-4	-2.2	-0.1	2	10	2
CCC(=O)/C=C1/Sc2ccccc2N1CC	-1	13	-1	-7	-18	0	-2.4	0.2	-7	12	0
COc1ccc2cnn(-c3ccc(C)cc3)c(=O)c2c1OC	-6	-47	-4	-238	30	-3	1.7	0.5	-238	-66	0

Screening results: PubChem, several laboratories
